# Bioassay records from PubChem.
# MITF TRPM1 inh = inhibitors of MITF-dependent TRPM1 promoter reporter, primary screen, cell-based, SK-MEL-5, single point, luciferase. SK-MEL-5 TRPM1 promoter luciferase, 24 h. inhibition, % at 12.5 µM. 0.83% of 330,000 active. AID 488899, 2010;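 active = mean inhibition across replicates of 60% or more, whatever share of single replicates reaches that level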; note: values of inactives mirror those of a sister screen read the other way
# TWEAK-Fn14 inh = inhibitors of TWEAK-Fn14 signaling, primary screen, luciferase reporter cells, uHTS. TWEAK-stimulated Fn14 reporter cells, luciferase luminescence, 8 h. inhibition, % at 10 µM. 2% of 360,000 active; in the data active = inhibition above about 50%
# Shn3 inh set2 = reduction of Shn3 3'UTR firefly luciferase signal, primary screen, Schnurri-3 inhibitor project, cell-based, Clone20 osteoblasts, set 2; Clone20 osteoblast Shn3 3'UTR firefly luciferase, 24 h; 0.52% of 360,000 active; inhibition, % at 12.5 µM;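 active = mean inhibition of at least 75% with every replicate also reaching 75%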;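 note: 0% = median of neutral control wells and 100% = pilot-screen positive control compound; some compounds past the cut are filed as inactive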
# CF NFkB block = inhibitors of PAF-induced NF-kB signaling, primary screen, cell-based, GFP fluorescence, uHTS; KKLEB NF-kB-GFP reporter, GFP fluorescence overnight; 0.86% of 360,000 active; inhibition, % at 5 µM; AID 588850, 2011;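 active = at least 50% inhibition at 5 µM, scaled per plate between neutral and stimulator controls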;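 note: PAF is a Pseudomonas aeruginosa culture filtrate used as stimulus; plate controls were PAF-stimulated DMSO wells for no effect and unstimulated DMSO wells for full effect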
# KKLEB cytotox = cytotoxicity in KKLEB CF airway cells, primary screen, cytotoxicity control for CF NF-kB inhibitor project, cell-based, uHTS, fluorescence assay plates | 0.36% of 360,000 active | activity change (cytotoxicity), % at 5 µM | KKLEB CF airway cells viability, ATPlite luminescence, overnight; active compounds read low; cells stimulated with P. aeruginosa culture filtrate;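 active = corrected activity change at or below -50% at 5 µM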
# aDG glyco act = activators of alpha-DG glycosylation, primary screen, uHTS, Pro5-aDG cells, AlphaScreen; activation, % at 10 µM; 0.22% of 360,000 active; alpha-DG glycosylation AlphaScreen (IIH6); 0% Pro5, 100% B10-LARGE cell signal;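 active = activation of at least 8% versus controls, or a plate z-score of at least 8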;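 note: Pro5 are CHO cells carrying HIG-tagged alpha-DG that lacks glycosylation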
# HIF-2a inh = HIF-2a reporter inhibitors, primary screen, luminescence, 786-0 RCC cells; 786-0 RCC cells HIF-2a reporter, luciferase luminescence, overnight; inhibition, % at 18.8 µM; 0.72% of 360,000 active; AID 624352, 2012;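 active = inhibition of the luminescence signal of 40% or more relative to plate controls, in a single-dose primary screen at 18.75 µM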
# NR2E3 ag-1 = inhibitors of NR2E3-RetCOR corepressor binding, primary screen, NR2E3 agonist project, biochemical, TR-FRET, GST-NR2E3, biotin-RetCOR; Photoreceptor-specific nuclear receptor (Homo sapiens), Q9Y5X4; 1536-well; inhibition of corepressor binding, % at 4.78 µM; 0.12% of 320,000 active; AID 2300, 2010;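 active = percent inhibition above the cutoff of mean plus 3 SD of all tested compounds, set per screening campaign, cut at about 20% in these data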;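 note: 0% = DMSO wells and 100% = biotin wells as full block of FRET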
# Target sequence (Q9Y5X4 whole entry, looked up): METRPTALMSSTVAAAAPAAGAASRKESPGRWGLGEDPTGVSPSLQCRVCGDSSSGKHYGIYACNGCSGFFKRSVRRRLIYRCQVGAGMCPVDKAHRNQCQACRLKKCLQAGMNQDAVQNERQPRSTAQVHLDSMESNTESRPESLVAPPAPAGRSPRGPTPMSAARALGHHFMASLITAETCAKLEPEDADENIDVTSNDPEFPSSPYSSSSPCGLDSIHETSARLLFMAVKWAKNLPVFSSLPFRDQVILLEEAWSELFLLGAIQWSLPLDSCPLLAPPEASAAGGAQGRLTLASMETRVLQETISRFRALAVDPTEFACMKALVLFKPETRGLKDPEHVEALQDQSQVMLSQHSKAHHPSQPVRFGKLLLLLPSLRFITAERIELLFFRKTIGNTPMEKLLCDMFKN
#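 Test system – NR2E3–RetCOR corepressor complex · Quantity – NR2E3 fusion 1.35 nM · Buffer or medium – Tris pH 7.5 · Incubation – Compound–protein incubation for 5 h at 4 °C · Technique – TR-FRET, Eu(K)-anti-GST donor, streptavidin-D2 acceptor, ex 340, em 617/671 nm · Evaluation – percent inhibition of 671/617 nm emission ratio versus biotin and DMSO controls · Plate – 1536-well format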
# NR2E3 ag-2 = NR2E3 agonists in two-hybrid cells, primary screen, cell-based, luminescence, CHO-S, Gal4-NCOR/VP16-NR2E3. luciferase. AID 602229, 2012. inhibition of corepressor binding, % at 3.98 µM. 0.35% of 360,000 active;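 active = inhibition above the mean of all tested compounds plus 3 SD, cut at about 70% in these data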;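 note: 0% = DMSO with NR2E3 transfected cells and 100% = cells lacking NR2E3 construct; higher means lower luciferase signal from less NR2E3 corepressor binding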
# Peg3 prom inh = Peg3 promoter-driven luciferase inhibitors, primary screen, cell-based, HeLa, luciferase luminescence; HeLa PEG-Prom luciferase reporter, overnight; 1.7% of 360,000 active; inhibition, % at 20 µM; AID 588405, 2011;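 active = inhibition of at least 50% at 20 µM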
# hiPSC survival = enhancers of single-cell hiPSC survival, primary screen, ATPlite luminescence. AID 602274, 2012. survival enhancement, % at 20 µM. 100% = ROCK inhibitor wells, 0% = DMSO. 0.044% of 360,000 active; in the data active = survival enhancement above about 18%;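 note: cells exposed to compounds for 16 hours before the ATP read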
# * = called active by the depositor; x = no result given.
SMILES,MITF TRPM1 inh,TWEAK-Fn14 inh,Shn3 inh set2,CF NFkB block,KKLEB cytotox,aDG glyco act,HIF-2a inh,NR2E3 ag-1,NR2E3 ag-2,Peg3 prom inh,hiPSC survival
O=C(NCCCNCCCNC(=O)c1ccccn1)c1ccccn1,6,-4,5,-12,6,0.1,0,1,-15,9,-3.8
Cc1ccccc1-c1cc2nc(NCc3cccnc3)n(C)c(=O)c2s1,x,-36,-28,13,-14,-0.4,-77,x,-23,-24,-1.1
COc1cc(C(C)=O)cc(OC)c1O,4,6,-1,22,1,0.3,4,x,11,-9,1.5
c1ccc(C[n+]2cccc3c4ccccc4ccc32)cc1,62*,18,20,-13,0,0.0,6,0,-16,16,-3.5
COc1cc2c(cc1OC)CN(CC(=O)Nc1cccc(C)c1)CC2,6,-4,5,8,-22,-0.3,20,2,-17,23,14
Cc1ccc(NC(=O)CCc2ccc(C)o2)cc1,3,-12,3,-3,-4,-0.1,-44,0,-7,-31,-0.1
CC(C)(C)c1ccc(CC(=O)N2CCC2(C)C(=O)NCc2cccs2)cc1 (stereo not given),x,-11,5,-7,-13,0.4,24,x,-17,11,0.5
COc1ccc(Cl)cc1NC(=O)C/C(C)=N/NC(=O)c1ccc(O)cc1,1,-4,-2,14,-24,0.1,14,x,-22,9,0.2
CC(=O)Nc1ccc(NC(=O)CCCSc2nc3ccccc3[nH]2)cc1,-1,4,-4,6,8,-0.1,3,-2,-9,0,-0.1
COc1cc(S(=O)(=O)N2CCOCC2)ccc1NC(=O)CN1c2cccc3cccc(c23)S1(=O)=O,5,6,-18,-29,13,0.1,15,2,-11,15,0.4
Cn1c(Nc2ccc(Cl)cc2)cc(=O)n(C)c1=O,17,-9,-22,-17,10,-0.2,22,0,-28,8,1.2
COc1ccc(-n2c(=O)c(CCC(=O)NCCc3ccccc3F)nc3ccccc32)cc1,-6,-3,6,8,9,0.6,-22,-1,-27,12,-3.1
CCN(CC)S(=O)(=O)c1ccc(C)c(NC(=O)CSc2nnnn2C)c1,4,3,9,-14,-1,0.2,14,x,-33,8,-2.2
O=C(NCC1OCCc2ccccc21)c1ccco1 (stereo not given),2,17,1,-6,16,0.0,-30,2,-13,-32,3.6
Cn1c(NCc2ccncc2)nc2cc(-c3ccsc3)sc2c1=O,x,-35,-18,-14,-7,-0.4,-184,x,-16,-91,-1.7
CCCCn1c(N)c(N(CCOC)C(=O)COC(=O)c2ccccc2NCCO)c(=O)[nH]c1=O,7,-6,-12,7,-3,-0.2,6,x,6,9,2.1
O=C(Nc1cccc(O)c1)C(=O)Nc1ccccn1,1,76*,12,-14,0,0.3,-53,3,-127,-72,-1.6
COc1cc2c(cc1OC)C(c1ccccc1OC(C)C)CC(=O)N2 (stereo not given),17,-3,10,0,16,0.0,18,1,-36,25,-0.4
NS(=O)(=O)c1ccc(CCNC(=O)c2cccc(OC(F)F)c2)cc1,-1,-3,x,4,4,0.1,10,-2,-31,11,0.9
O=C(O)CC(NC(=O)COc1ccccc1)c1cccc([N+](=O)[O-])c1 (stereo not given),0,5,11,-4,17,-0.1,12,4,-6,5,1.2

# Sorted by the number under NR2E3 ag-1 (highest first): three from the list above.
mol	MITF TRPM1 inh	TWEAK-Fn14 inh	Shn3 inh set2	CF NFkB block	aDG glyco act	HIF-2a inh	NR2E3 ag-1	NR2E3 ag-2	Peg3 prom inh
O=C(O)CC(NC(=O)COc1ccccc1)c1cccc([N+](=O)[O-])c1 (stereo not given)	0	5	11	-4	-0.1	12	4	-6	5
Cn1c(Nc2ccc(Cl)cc2)cc(=O)n(C)c1=O	17	-9	-22	-17	-0.2	22	0	-28	8
CC(=O)Nc1ccc(NC(=O)CCCSc2nc3ccccc3[nH]2)cc1	-1	4	-4	6	-0.1	3	-2	-9	0

# Entries of single compounds as entered above:
# COc1cc(C(C)=O)cc(OC)c1O across the screens: MITF TRPM1 inh = 4; TWEAK-Fn14 inh = 6; Shn3 inh set2 = -1; CF NFkB block = 22; KKLEB cytotox = 1; aDG glyco act = 0.3; HIF-2a inh = 4; NR2E3 ag-1 = x; NR2E3 ag-2 = 11; Peg3 prom inh = -9; hiPSC survival = 1.5
# COc1cc2c(cc1OC)C(c1ccccc1OC(C)C)CC(=O)N2 (stereo not given) across the screens: MITF TRPM1 inh = 17; TWEAK-Fn14 inh = -3; Shn3 inh set2 = 10; CF NFkB block = 0; KKLEB cytotox = 16; aDG glyco act = 0.0; HIF-2a inh = 18; NR2E3 ag-1 = 1; NR2E3 ag-2 = -36; Peg3 prom inh = 25; hiPSC survival = -0.4
# Cn1c(NCc2ccncc2)nc2cc(-c3ccsc3)sc2c1=O across the screens: MITF TRPM1 inh = x; TWEAK-Fn14 inh = -35; Shn3 inh set2 = -18; CF NFkB block = -14; KKLEB cytotox = -7; aDG glyco act = -0.4; HIF-2a inh = -184; NR2E3 ag-1 = x; NR2E3 ag-2 = -16; Peg3 prom inh = -91; hiPSC survival = -1.7

# Other results
SMILES,MITF TRPM1 inh,TWEAK-Fn14 inh,Shn3 inh set2,CF NFkB block,KKLEB cytotox,aDG glyco act,HIF-2a inh,NR2E3 ag-1,NR2E3 ag-2,Peg3 prom inh,hiPSC survival
COC(=O)c1ccc(NC(=S)NC2CCCCC2)cc1,-48,-11,-15,9,14,0.0,-26,7,-35,-102,0.5
O=C1C=C(c2ccccc2)C[C@@H](c2ccc3c(c2)OCO3)C1,2,-30,11,18,-18,-0.1,-23,-1,-11,-10,-1.8
Cn1c(=O)c2c(ncn2CC(=O)N2CCc3ccccc3C2)n(C)c1=O,-9,-8,8,4,8,-0.1,4,-3,-1,15,-6.6
Cc1ccccc1CCN1CCCC(CN(C)CC(C)(C)C)C1 (stereo not given),9,4,-4,4,7,-0.1,15,6,-29,1,-0.2
CN(C)S(=O)(=O)c1ccc(N2CCCC2)c(C(=O)N2CCC(C(N)=O)CC2)c1,7,1,0,3,11,-0.1,10,0,-30,-5,0.2
COC(=O)CSc1nnc(-c2ccccn2)n1N,-7,3,3,7,9,0.0,29,4,-2,6,-0.6
Cc1cc(Cl)nc(-c2ccccc2O)n1,11,-3,x,-17,12,0.0,24,-2,6,-8,0.2
FC(F)(F)c1cc(CCN2C(=S)NC[C@@H]2CC2CCCCC2)cc(C(F)(F)F)c1,-7,3,30,26,-3,0.6,8,-1,9,16,-3.3
O=C1CCCc2sc3c(c2N1)CCCCC3,-2,7,7,1,2,0.2,-10,8,-2,-12,1.2
O=C(CCN1C(=O)C2CCCCC2C1=O)Nc1nc2c(F)cc(F)cc2s1 (stereo not given),-91,2,-82,24,0,0.2,-194,-4,-68,-279,-0.4
c1ccc(CSc2cc3ccccc3[nH]2)cc1,-42,7,-58,-5,-8,-0.1,-182,-3,-34,-142,3.8
CCCn1nc2cc(C(=O)NCCc3cccs3)ccc2c1OCC,-68,-20,-48,1,-15,0.1,-274,0,-79,-185,0.1
O=C(NC1CCCN(Cc2ccccc2F)C1)C1CCC1 (stereo not given),4,-7,-4,16,-21,0.3,7,4,-18,8,0.3
Cc1ccc(S(=O)(=O)NC2c3cccc4cccc(c34)C2Sc2nncn2C)cc1 (stereo not given),-1,15,-2,2,2,0.2,9,-2,-19,15,-0.6
Cc1ccc2nc(SCC(=O)NNC(=O)c3ccccc3)[nH]c2c1,3,-25,8,-4,-2,0.0,-12,-2,-17,5,-0.4
Cc1cc2nnc(SCC(=O)OC(C)C)n2c2ccccc12,1,-1,-8,-5,9,-0.2,-42,4,-12,-14,0.5
COC(=O)C1=NNC(C(=O)c2ccco2)C1c1ccccc1 (stereo not given),3,-5,14,-22,2,-0.4,8,1,8,10,-1.2
CCNc1c(NC(C)=O)c(=O)oc2ccccc12,10,-1,5,19,0,0.3,11,4,-12,7,-0.8
O=C(Cn1nnc(-c2ccccc2)n1)N1CCCCC1,-47,-20,0,-18,9,0.1,-117,1,-8,-49,-0.5
Cn1c(=O)c2cc(NC(=O)NCc3ccccc3)ccc2n1Cc1cccc(C(F)(F)F)c1,x,20,18,-21,2,1.1,-3,x,18,8,-1.7
Cc1cccc(CSc2nc3c(c(=O)[nH]2)CCC3)c1,17,-4,7,-20,8,0.2,10,2,-10,1,0.6
Cn1c(=Nc2ccc(N3CCOCC3)cc2)ccc2ccccc21,-8,72*,-6,-9,17,2.7,7,3,-19,8,0.7
Cc1nc(CS(=O)(=O)c2ccccc2)cc(Sc2ccccc2Cl)n1,-70,-26,-49,-8,5,-0.1,-174,-1,-60,-140,-0.8
O=C(NCCCn1ccnc1)c1nc(Cn2cc(Br)cn2)no1,15,-2,-6,3,2,-0.1,13,3,-8,-4,-0.4
Cc1[nH]c2ccccc2c1/C=C/c1cc[n+](C)cc1,19,-1,-9,-57,-9,0.0,8,x,-18,17,-5.2
O=S(=O)(c1cccc(-c2nnco2)c1)N1CCCC1,8,-6,2,-8,4,-0.2,7,-1,0,8,2.2
CCCNS(=O)(=O)c1cc(Br)cc2c1N(C(=O)CC)CC2,7,-7,-10,7,-3,0.1,8,1,-9,6,-1.9
Cc1nn(CC(=O)NCCCN2CCCC2=O)c(C)c1[N+](=O)[O-],x,-19,-7,1,0,-0.4,10,x,-2,6,1.5
Cc1cc(C)c(NS(=O)(=O)c2ccc3c(c2)NC(=O)C(C)C(=O)N3)c(C)c1 (stereo not given),x,-4,5,27,6,0.1,16,6,-20,14,0.6
CCCN1CNc2c(c(=O)[nH]c(=S)n2CCc2ccccc2)C1,6,-16,-6,-10,4,0.0,29,2,-5,-5,0.4
COc1cccc2[nH]c(C(=O)NCCCN3CCCC3=O)cc12,-6,9,-9,-6,7,-0.1,-22,0,16,-5,0.3
Cc1ccc(/C(O)=C/c2nc3ccccc3oc2=O)cc1,x,20,3,-1,5,0.5,-12,-4,15,-12,-0.6

# Limited to Shn3 inh set2 and NR2E3 ag-1, for two of the compounds above:
Compound	Shn3 inh set2	NR2E3 ag-1
Cn1c(=Nc2ccc(N3CCOCC3)cc2)ccc2ccccc21	-6	3
Cc1nn(CC(=O)NCCCN2CCCC2=O)c(C)c1[N+](=O)[O-]	-7	x
